UHRF1 binding = human UHRF1 methylated DNA binding inhibitors | Q96T88 | UHRF1 binding to methylated oligo, TR-FRET | inhibition, % at 4.4 µM | 370,000 compounds, 0.75% hits | AID 687016; in the data active means inhibition above about 21%;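 further: UHRF1 SRA domain binding a hemimethylated CpG hairpin DNA probe; 0% = median of test compound wells and 100% = reference inhibitor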
ARFGAP1 inhibitor = rat ARFGAP1 inhibition; 360,000 compounds, 0.26% hits; inhibition, % at 16.5 µM; AID 651572; Arfgap1-stimulated ARF1 GTP hydrolysis, GDP FP detection;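 active means inhibition above a per-plate limit, mean inhibition of low control wells plus 3 SD, cut at about 25% in these data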;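 further: 0% = DMSO wells with enzyme and 100% = wells lacking Arfgap1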
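Repeats: one replicate per compound; assay system: rat Arfgap1 catalytic domain, aa 1-136; times: enzyme reaction 120 min at 25 °C after 20 min preincubation; detection: FP of antibody-bound GDP Alexa 633 tracer, ex 620/em 688 nm; benchmarks: high control wells lacking Arfgap1, low control full reaction with DMSO; reagent: human ARF1(Δ1-17)-GTP substrate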
DDE Tn7 FP inh = DD(E)-Tn7 binding inhibition, primary FP screen; inhibition, % at 8.3 µM; 370,000 compounds, 0.13% hits; FP displacement of FITC-Tn7 peptide from fibrin DD(E); 0% = median of compound wells per plate;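 active means inhibition above the mean of compounds falling within the control limits plus 3 SD of them, cut at about 14% in these data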;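 further: 0% = plate median of compound wells and 100% = 10 µM Aha-Tn7 peptide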
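Measure: % inhibition scaled between sample-field median and high-control FP; Test system: human fibrin DD(E); Quantity: 2 µM final DD(E) protein; Doses: one dose, 8.3 µM nominal; Schedule: compound with protein 10 min, then 3 h after probe, room temperature; Detection: fluorescence polarization; Medium: Tris buffer with calcium and detergent, pH 7.8.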
PLC-gamma1 inh = inhibitors of human phospholipase C gamma1. purified PLC-gamma1, fluorogenic substrate, fluorescence. inhibition, % at 12.2 µM. 370,000 compounds, 0.84% hits; in the data active means inhibition above about 9.5%
Tn6 DDE FP = disrupts Tn6 cyclic peptide binding to fibrin D-Dimer-E complex; P02675; Fibrin DD(E) TRITC-Tn6 fluorescence polarization displacement; inhibition, % at 8.3 µM; 370,000 compounds, 0.21% hits; AID 720509;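 active means inhibition above a per-campaign cutoff: mean of compounds within control limits plus 3 SD, cut at about 15% in these data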;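 further: 0% = median of all compound wells on the plate and 100% = blocking peptide control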
ASAP1 GAP inh = ASAP1 ArfGAP inhibition. 360,000 compounds, 0.19% hits. inhibition, % at 16.5 µM. ASAP1-stimulated ARF1 GTP hydrolysis, GDP FP detection. Q9ULH1; in the data active means inhibition above about 25%;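 further: 0% = vehicle with enzyme and substrate and 100% = no enzyme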
KLK7 zymogen act = activates the human kallikrein-7 zymogen; purified proKLK7, EDANS-DABCYL substrate fluorescence; 100% is mature enzyme control, 0% vehicle; activation, % at 7 µM; 370,000 compounds, 0.9% hits; AID 652039;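 active means activation above the mean of all tested compounds plus 3 SD, computed per campaign excluding outliers beyond control limits, cut at about 13% in these data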
PLCb3 inh = PLC-beta3 (human) inhibition, primary screen; Purified PLC-beta3, fluorogenic substrate, fluorescence; AID 720704; 370,000 compounds, 0.18% hits; Q01970; inhibition, % at 12.2 µM; in the data active means inhibition above about 11%;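 further: 0% = median of compound wells on plate and 100% = full blocker control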
Target sequence (Q01970 whole entry, looked up): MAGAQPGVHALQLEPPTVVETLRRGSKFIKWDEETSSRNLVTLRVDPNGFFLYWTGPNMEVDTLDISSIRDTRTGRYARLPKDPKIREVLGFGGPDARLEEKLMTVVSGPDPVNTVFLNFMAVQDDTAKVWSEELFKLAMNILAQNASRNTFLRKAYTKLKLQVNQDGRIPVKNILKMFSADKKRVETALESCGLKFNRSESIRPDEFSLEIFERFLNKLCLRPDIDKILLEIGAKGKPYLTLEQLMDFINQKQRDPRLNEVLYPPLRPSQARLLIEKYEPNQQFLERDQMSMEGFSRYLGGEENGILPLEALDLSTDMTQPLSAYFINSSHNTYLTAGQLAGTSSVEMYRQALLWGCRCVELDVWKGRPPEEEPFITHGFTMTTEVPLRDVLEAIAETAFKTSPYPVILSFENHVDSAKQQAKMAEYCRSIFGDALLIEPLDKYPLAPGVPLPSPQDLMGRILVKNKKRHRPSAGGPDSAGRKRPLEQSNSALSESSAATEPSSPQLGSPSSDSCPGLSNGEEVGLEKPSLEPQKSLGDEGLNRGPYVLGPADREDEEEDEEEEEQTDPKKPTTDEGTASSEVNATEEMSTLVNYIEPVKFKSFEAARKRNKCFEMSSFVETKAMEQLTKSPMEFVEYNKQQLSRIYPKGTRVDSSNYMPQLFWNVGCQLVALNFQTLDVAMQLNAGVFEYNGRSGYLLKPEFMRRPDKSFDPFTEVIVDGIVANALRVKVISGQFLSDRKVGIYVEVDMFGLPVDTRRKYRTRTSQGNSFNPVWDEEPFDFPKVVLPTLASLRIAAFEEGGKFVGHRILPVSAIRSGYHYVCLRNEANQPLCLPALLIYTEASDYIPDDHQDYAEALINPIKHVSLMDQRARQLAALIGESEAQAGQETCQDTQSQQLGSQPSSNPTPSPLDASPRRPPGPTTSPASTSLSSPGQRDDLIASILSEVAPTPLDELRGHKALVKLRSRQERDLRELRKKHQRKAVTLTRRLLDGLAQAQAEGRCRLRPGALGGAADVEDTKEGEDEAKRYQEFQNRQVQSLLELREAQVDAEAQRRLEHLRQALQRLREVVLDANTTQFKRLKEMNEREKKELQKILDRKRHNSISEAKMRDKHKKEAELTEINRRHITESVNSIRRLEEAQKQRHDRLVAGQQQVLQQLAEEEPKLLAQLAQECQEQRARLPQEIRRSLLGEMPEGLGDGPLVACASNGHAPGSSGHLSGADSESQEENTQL
ADAM17 inh = inhibits human ADAM17. 370,000 compounds, 0.83% hits. recombinant ADAM17, EDANS/DABCYL FRET peptide cleavage. AID 720648. P78536. inhibition, % at 6.95 µM;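 active means inhibition above the mean of compounds lying between control limits plus 3 SD, set per campaign, cut at about 8.5% in these data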;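 further: 0% = DMSO-only wells as the low control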
MBD2 DNA inh = inhibitors of human MBD2 binding to methylated oligonucleotide; inhibition, % at 4.4 µM; 370,000 compounds, 0.31% hits; AID 686964; TR-FRET; Q9UBB5; in the data active means inhibition above about 13%
* = called active by the depositor; i = inactive; nt = no result given.

SMILES | UHRF1 binding | ARFGAP1 inhibitor | DDE Tn7 FP inh | PLC-gamma1 inh | Tn6 DDE FP | ASAP1 GAP inh | KLK7 zymogen act | PLCb3 inh | ADAM17 inh | MBD2 DNA inh
COc1ccc(NC(=O)[C@@H](NS(=O)(=O)c2cccc(Cl)c2)C(C)C)cc1S(=O)(=O)N1CCOCC1 | 0 | 9 | -5 | 2 | 2 | -10 | 0.4 | -4 | -6 | 4
COc1ccc(NC(=O)/C(=C\c2cc(OC)c(OC)cc2[N+](=O)[O-])NC(=O)c2ccccc2)cc1 | -1 | 19 | 1 | 6 | 1 | 7 | 0.7 | 3 | 0 | 2
CCCN(Cc1ccccc1)C(=S)Nc1ccc(C(C)=O)cc1 | 2 | 11 | -3 | 2 | 4 | 5 | 1.0 | 0 | -1 | 2
c1ccc(CCc2cccnc2)cc1 | 1 | -8 | 0 | -2 | 0 | -3 | 0.2 | -3 | -5 | 4
O=S(=O)(NCc1ccc(F)cc1)c1ccc2c(c1)OCCO2 | 2 | 1 | 5 | -2 | -2 | 2 | -0.8 | 2 | -4 | -7
Cc1cc(Nc2ccc(F)cc2C)n2ncnc2n1 | 1 | -3 | -2 | 0 | -2 | -8 | -0.7 | 0 | 0 | -2
CCCOc1ccc(C(=O)NCCc2ccccc2)cc1 | -3 | 3 | 7 | -2 | -1 | -2 | 0.0 | -3 | 1 | -11
Cc1cccc(OCCNC(=O)c2cc(C3CC3)nc3c2cnn3C(C)C)c1 | -2 | -9 | 3 | 1 | 8 | -14 | -0.5 | -4 | -5 | 3
CCOc1ccccc1Cn1c(=O)oc2ccc(C)cc21 | 4 | 1 | -3 | 2 | 2 | -4 | 0.2 | 2 | 2 | 3
O=S(=O)(c1ccccc1)c1cnn(-c2ccccc2)c1-c1ccc(Cl)cc1 | -5 | 3 | 4 | 1 | 16* | -1 | 0.4 | 20* | 6 | -8
Cc1ccc(C)c(NC(=O)CN(C)C(=O)C2=NNC(=O)CC2)c1 | -2 | 4 | -3 | 1 | 2 | 0 | -0.1 | -8 | -3 | -3
O=C(CC1(O)C(=O)Nc2ccccc21)c1ccccc1O (stereo unspecified) | -6 | -14 | 5 | 4 | -1 | -5 | -1.0 | 0 | 1 | -2
c1ccc(C[C@H]2CN=C(Nc3ccccc3)N2CC2CCCC2)cc1 | 7 | 5 | 2 | 5 | 0 | -4 | -0.9 | -3 | -4 | 4
COCc1[nH]nc2c1C(c1sccc1C)C(C#N)=C(N)O2 (stereo unspecified) | -7 | -3 | 3 | 1 | 0 | 9 | 0.4 | -11 | -14 | -6
COC(=O)CC1C(=O)NCCN1C(=O)CSc1nnnn1-c1ccc(Cl)cc1 (stereo unspecified) | -3 | -6 | -3 | -3 | -3 | -9 | 0.4 | -1 | 4 | -9

The final five compounds of the section before are carried over, then new ones follow:
SMILES | UHRF1 binding | ARFGAP1 inhibitor | DDE Tn7 FP inh | PLC-gamma1 inh | Tn6 DDE FP | ASAP1 GAP inh | KLK7 zymogen act | PLCb3 inh | ADAM17 inh | MBD2 DNA inh
Cc1ccc(C)c(NC(=O)CN(C)C(=O)C2=NNC(=O)CC2)c1 | -2 | 4 | -3 | 1 | 2 | 0 | -0.1 | -8 | -3 | -3
O=C(CC1(O)C(=O)Nc2ccccc21)c1ccccc1O (stereo unspecified) | -6 | -14 | 5 | 4 | -1 | -5 | -1.0 | 0 | 1 | -2
c1ccc(C[C@H]2CN=C(Nc3ccccc3)N2CC2CCCC2)cc1 | 7 | 5 | 2 | 5 | 0 | -4 | -0.9 | -3 | -4 | 4
COCc1[nH]nc2c1C(c1sccc1C)C(C#N)=C(N)O2 (stereo unspecified) | -7 | -3 | 3 | 1 | 0 | 9 | 0.4 | -11 | -14 | -6
COC(=O)CC1C(=O)NCCN1C(=O)CSc1nnnn1-c1ccc(Cl)cc1 (stereo unspecified) | -3 | -6 | -3 | -3 | -3 | -9 | 0.4 | -1 | 4 | -9
COc1ccc(NC(=O)/C(C#N)=C/c2cc(C)n(-c3ccc(N4CCOCC4)c([N+](=O)[O-])c3)c2C)cc1 | -1 | 2 | -9 | 2 | -1 | 9 | 0.3 | 2 | -1 | -1
COc1ccc(N(C(=O)CNC(=O)c2ccco2)C(C(=O)NCC2CCCO2)c2ccccc2)cc1Cl (stereo unspecified) | 4 | -7 | 5 | 4 | -1 | 1 | 0.0 | -9 | 3 | 3
CC1=CC2=NC(=O)/C(=C\c3cccn3CCOc3cc(C)ccc3C)C(=N)N2O1 | -2 | 9 | -5 | 3 | -2 | 7 | -2.8 | 3 | 7 | 0
Cc1ccc(Sc2cc(N3CCOCC3)nc(-c3ccccc3)n2)cc1 | 0 | 4 | -2 | 1 | 6 | 7 | 0.3 | 2 | -3 | -1
O=Cc1ccc(N2N=C(c3ccccc3)CC2c2ccccc2)cc1 (stereo unspecified) | 1 | 1 | 4 | -395 | 4 | 12 | -41 | i | -84 | -2
CC1(C)CC(=O)C(C=NCCN2CCN(CC(=O)Nc3ccc(F)cc3)CC2)=C(O)C1 | -1 | -6 | -1 | 2 | 3 | -6 | -0.6 | -2 | -3 | 3
Cc1cc(C)c(S(=O)(=O)NC2CC(C)(C)NC(C)(C)C2)cc1C | 3 | 11 | 4 | -2 | 4 | 0 | 0.3 | -5 | 0 | 3
Clc1ccccc1CNCc1ccc2c(c1)OCO2 | 3 | 9 | -1 | 2 | 6 | 12 | 0.1 | -2 | -6 | 4
COc1ccc(-c2cn[nH]c2C)cc1 | -4 | -7 | -2 | 2 | -1 | -2 | -0.1 | -3 | -3 | 5
Cc1ccc(NC(=O)c2ccccc2Cl)cc1-n1cnnn1 | -1 | -1 | -7 | 4 | -3 | 9 | -0.4 | 3 | -1 | 1
O=c1cc(N2CCc3ccccc3C2)[nH]c(=O)n1Cc1ccc(F)cc1 | -2 | -2 | -3 | -1 | 1 | 3 | 0.0 | 1 | -3 | -1
CC1CCN(C2CCN(S(=O)(=O)c3ccc(C(F)(F)F)cc3)CC2)CC1 | 1 | -21 | 1 | 1 | 11 | -1 | -0.6 | 0 | 0 | -4
COc1ccccc1CNS(=O)(=O)c1ccc(-c2cnc(C3CC3)o2)cc1 | 0 | 2 | -1 | -2 | 6 | 6 | 0.8 | -13 | 3 | 0
OCCNCCNCc1ccccc1OCc1ccccc1 | -2 | 15 | -3 | 2 | 1 | -10 | 0.5 | -2 | -4 | 4
COC(=O)C(CO)NC(=O)C(C)NC(=O)CNC(=O)OCc1ccccc1 (stereo unspecified) | 0 | 8 | 4 | 4 | -3 | 22 | -0.2 | 1 | -1 | 1
COc1cc(CCN(C(=O)c2cc3ccccc3[nH]2)C(c2ccccn2)c2nc3ccccc3[nH]2)cc(OC)c1 (stereo unspecified) | -5 | -11 | 2 | -32 | -2 | 1 | -0.5 | -47 | -6 | -2
COc1cc2cc(CCCOC(=O)CCC(=O)O)oc(=O)c2cc1OC | 2 | 7 | -3 | 0 | 3 | 8 | 0.8 | -1 | -6 | 0
CCOC(=O)C(NCc1ccccc1OC)(NC(=O)c1ccccc1)C(F)(F)F (stereo unspecified) | 0 | 6 | 1 | -1 | 8 | -5 | 0.3 | 4 | -3 | 2
O=C(CSc1nnc(CCCO)n1-c1ccccc1)Nc1nccs1 | 1 | 7 | 10 | 6 | -1 | 9 | -0.4 | 5 | 2 | -1
CC1(C)CC(c2nc(-c3ccc(Cl)cc3)cs2)CCS1 (stereo unspecified) | -2 | -3 | 0 | 0 | 8 | -4 | 0.3 | -1 | 0 | -4
Cc1ccc2c(C)c(C(=O)Nc3ccc(S(=O)(=O)Nc4onc(C)c4C)cc3)oc2c1 | -3 | -9 | -3 | 2 | -7 | 0 | -0.2 | -2 | 1 | 2
O=S(=O)(c1ccc(Cl)c(C(F)(F)F)c1)N1CCN(CC(O)COCC2CCCO2)CC1 (stereo unspecified) | -1 | 3 | 5 | 0 | 3 | 4 | 0.1 | 1 | -5 | 3
CC(=O)Nc1cccc(-c2ccnc3c2CC(C)(C(=O)Nc2ccc(C(C)C)cc2)O3)c1 (stereo unspecified) | 0 | 6 | -2 | -3 | 1 | 11 | 0.4 | 0 | 6 | -1
Cc1cccc2nc(CSc3nc4ccc([N+](=O)[O-])cc4[nH]3)cn12 | -2 | -2 | 2 | -1 | 0 | 1 | 0.3 | 2 | 0 | -1
Cc1ccc(/C=N\NC(=O)CNC(=O)C23CC4CC(CC(C4)C2)C3)o1 | -1 | 0 | 5 | 0 | 3 | -2 | -0.2 | -10 | -1 | -6
CCOC(=O)C1(C)C(C(=O)OC)=C(c2ccc(OC)cc2)c2ccccc2N1C(=O)OC (stereo unspecified) | 3 | 0 | -3 | -13 | -2 | -2 | -0.1 | -26 | -1 | 6
CC(C)CN1C(=O)c2ccccc2C1(O)Cc1ccccc1 (stereo unspecified) | -1 | -9 | -2 | 0 | -8 | 6 | -0.4 | -2 | -4 | 0
COc1ccc(NS(=O)(=O)c2ccc(-n3nnc4ccccc43)c([N+](=O)[O-])c2)cc1 | 4 | 4 | -2 | 5 | 1 | 1 | -0.2 | 0 | 1 | 9
COC(=O)C/C=C/[C@H](C)[C@@H](NC(=O)C(F)(F)F)c1ccccc1Br | -3 | nt | 0 | 1 | 0 | nt | -0.2 | 2 | -4 | 2
O=C(Nc1cc([N+](=O)[O-])ccc1N1CCCC1)c1ccco1 | -6 | -2 | 6 | 1 | 9 | 2 | -0.8 | -2 | -7 | -9
Cc1cc(OC(C)C(=O)N2CCN(c3ccc(F)cc3)CC2)c2c(C)c(C)c(=O)oc2c1 (stereo unspecified) | -1 | 5 | -5 | -2 | -3 | 13 | -0.1 | -19 | -6 | 0
CCC(C)(C(=O)NC1CCCC1)N(Cc1cccs1)C(C)=O (stereo unspecified) | -2 | -8 | -5 | 3 | -2 | -6 | 0.1 | 2 | -2 | -1
CC(C)CN1C(=O)C(=O)N(CC(=O)N2CCC(Cc3ccccc3)CC2)C1=O | -1 | 14 | -10 | 0 | -6 | 4 | 0.0 | 1 | 2 | -4
N#CCc1ccc(NC(=O)Cn2c(=O)oc3ccccc32)cc1 | 5 | 12 | 3 | -2 | -12 | -6 | -0.4 | 5 | -6 | 4
COc1ccc(-c2noc(=O)n2Cc2ccc(F)cc2Cl)cc1 | 1 | -2 | 4 | -2 | -4 | -2 | 0.2 | -7 | -1 | 1
O=C(CCSCCC(=O)NCC1CCCO1)NCC1CCCO1 (stereo unspecified) | -1 | -11 | 6 | 1 | 2 | 0 | -0.1 | 0 | -3 | -4
Cc1cccc(OCc2nnc(SCC(=O)Nc3sc(C)c(C)c3C#N)n2C)c1 | 7 | -1 | 2 | 4 | -11 | -3 | -0.2 | 3 | -4 | 7
O=S(=O)(c1cnc[nH]1)N1CCN(C(c2ccc(F)cc2)c2ccc(F)cc2)CC1 | -4 | -6 | 3 | 6 | -6 | 5 | 0.1 | 1 | 6 | -4
CN(C)S(=O)(=O)NCCNC(=O)c1cc(OCC(F)(F)F)ccc1OCC(F)(F)F | 7 | 4 | 5 | 4 | 3 | 9 | 0.2 | -2 | -6 | 2
